UCHL1 inh – inhibitors of human UCHL1 deubiquitinase; purified UCHL1, Ub-rhodamine cleavage fluorescence; inhibition, % at 20 µM; 47,000 tested, 0.2% active
USP7 block – inhibitors of human USP7 deubiquitinase; purified USP7, Ub-rhodamine cleavage fluorescence; inhibition, % at 20 µM; 47,000 tested, 0.3% active; AID 1645854, 2021
USP30 block – inhibitors of human USP30 deubiquitinase. Ubiquitin carboxyl-terminal hydrolase 30 (Homo sapiens), Q70CQ3. purified USP30, Ub-rhodamine cleavage fluorescence. inhibition, % at 25 µM. 47,000 tested, 5.3% active. AID 1645860, 2021
USP8 block – inhibitors of human USP8 deubiquitinase | Ubiquitin carboxyl-terminal hydrolase 8 (Homo sapiens), P40818 | purified USP8, Ub-rhodamine cleavage fluorescence, 30 min | inhibition, % at 20 µM | 47,000 tested, 4.2% active | AID 1645853, 2021
OTUD3 block – inhibitors of human OTUD3 deubiquitinase | OTU domain-containing protein 3 (Homo sapiens), Q5T2D3 | purified OTUD3, Ub-rhodamine fluorescence, 2 h | inhibition, % at 25 µM | 47,000 tested, 0.7% active | AID 1645858, 2021
Target sequence (Q5T2D3 whole entry, looked up, the tested form may be a part): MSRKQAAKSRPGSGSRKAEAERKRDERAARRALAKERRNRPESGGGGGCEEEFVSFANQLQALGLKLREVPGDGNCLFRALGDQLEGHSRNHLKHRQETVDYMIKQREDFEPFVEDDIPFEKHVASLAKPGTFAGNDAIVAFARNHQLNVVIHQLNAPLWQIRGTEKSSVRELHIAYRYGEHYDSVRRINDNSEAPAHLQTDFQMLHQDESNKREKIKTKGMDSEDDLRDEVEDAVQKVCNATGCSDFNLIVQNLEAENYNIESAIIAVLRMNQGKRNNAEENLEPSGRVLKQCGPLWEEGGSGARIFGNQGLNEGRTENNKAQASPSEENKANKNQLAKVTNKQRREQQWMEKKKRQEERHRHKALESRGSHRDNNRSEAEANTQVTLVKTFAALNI
USP28 inh – inhibitors of human USP28 deubiquitinase | AID 1645857, 2021 | 47,000 tested, 3% active | Ubiquitin carboxyl-terminal hydrolase 28 (Homo sapiens), Q96RU2 | inhibition, % at 25 µM | purified USP28, Ub-rhodamine cleavage fluorescence, 30 min
USP10 inh – inhibitors of human USP10 deubiquitinase | Ubiquitin carboxyl-terminal hydrolase 10 (Homo sapiens), Q14694 | purified USP10, Ub-rhodamine fluorescence, 60 min | 47,000 tested, 1.1% active | inhibition, % at 20 µM
USP17 inh – inhibitors of human USP17 deubiquitinase; Ubiquitin carboxyl-terminal hydrolase 17-like protein 5 (Homo sapiens), A8MUK1; purified USP17, Ub-rhodamine cleavage fluorescence, 3 h; inhibition, % at 50 µM; 47,000 tested, 6.5% active; AID 1645855, 2021
Target sequence (A8MUK1 whole entry, looked up): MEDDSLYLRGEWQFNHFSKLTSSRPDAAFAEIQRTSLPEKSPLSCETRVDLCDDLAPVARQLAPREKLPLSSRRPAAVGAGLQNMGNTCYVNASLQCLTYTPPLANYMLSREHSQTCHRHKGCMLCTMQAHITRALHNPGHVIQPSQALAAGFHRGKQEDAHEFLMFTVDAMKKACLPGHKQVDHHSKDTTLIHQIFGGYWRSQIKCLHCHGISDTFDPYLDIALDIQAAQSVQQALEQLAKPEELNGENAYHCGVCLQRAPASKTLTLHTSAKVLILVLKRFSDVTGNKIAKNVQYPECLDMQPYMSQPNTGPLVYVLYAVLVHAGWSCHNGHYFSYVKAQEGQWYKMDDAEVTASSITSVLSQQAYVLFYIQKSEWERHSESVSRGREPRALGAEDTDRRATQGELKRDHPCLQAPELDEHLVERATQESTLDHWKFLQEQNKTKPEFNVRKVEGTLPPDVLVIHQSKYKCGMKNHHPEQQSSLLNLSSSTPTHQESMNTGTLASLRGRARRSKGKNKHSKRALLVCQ
An asterisk follows results filed as active; i = inactive; / = not tested or not shown. Cut-off read from the data, not from the text of the source: active = inhibition above about 30%; inactive = the rest.

SMILES	UCHL1 inh	USP7 block	USP30 block	USP8 block	OTUD3 block	USP28 inh	USP10 inh	USP17 inh
O=C(c1ccc(Nc2c(-c3ccccc3)nc3cnccn23)cc1)N1CCCCC1	0	-3	-39	6	-7	2	-3	4
COc1ccc(NC(=O)C(C)n2nc(-c3ccccc3)c3cc(Cl)ccc32)cc1 (stereo not drawn)	-2	-1	-52	-1	-10	-9	0	0
COc1cccc(C(C)NC(=O)c2ccc(-c3nc4cccnc4n(C)c3=O)cc2)c1 (stereo not drawn)	4	4	22	4	-1	16	0	1
CCN1CCN(CC2CCN(S(=O)(=O)c3ccc(C)c(F)c3)CC2)CC1	0	-2	1	-16	-8	-4	-3	-26
Cc1ncc(-c2cncc(C3CCCN(C(=O)c4cccnc4)C3)n2)n1C (stereo not drawn)	-2	0	-7	-8	-5	-11	-1	-5
Fc1cnc(N2CCC3(CC2)CCn2c(-c4ccccc4)cnc23)nc1	1	0	0	-1	0	7	0	-21
N#Cc1ccccc1Sc1ccccc1C(=O)Nc1cc(Cl)ccc1-n1cncn1	0	-5	-116	-1	-2	3	-2	1
O=C(Cn1cnc(NC(=O)c2ccccc2)n1)Nc1ccccc1	-6	-2	-29	-106	-10	-10	-1	-21
CCOc1c(OC)cccc1C1CN2C(=O)c3ccccc3C2c2[nH]c3ccccc3c21 (stereo not drawn)	8	9	-28	4	-5	-1	-1	-5
CCN1C(=O)C(C)(C)COc2ccc(NS(=O)(=O)c3cccc(C)c3)cc21	-4	-2	3	-19	-4	-3	1	/
Fc1ccc(Cn2cc(-c3noc(-c4cccnc4)n3)nn2)cc1	0	9	23	14	0	5	0	13
CC(C)c1cc(NCc2cccnc2)n2nc(-c3cccnc3)nc2n1	1	0	/	5	-1	/	2	0
CC(C)N1CC2CN(C(=O)CN3CCOCC3)CCN2Cc2ccccc21 (stereo not drawn)	-168	-162	i	-336	-172	-228	-10	-134
O=C(Nc1cnccn1)[C@H]1CC[C@@H]2[C@@H](CCN2c2ccncn2)O1	-4	-1	-56	-64	-17	-20	-5	-15
Cc1nnc(-c2c(S(=O)(=O)NCc3ccccc3)c(C)n(C)c2C)o1	-4	-3	-25	-10	1	-4	-3	-19
O=C(NCCc1ccccn1)c1cn2ccnc(-c3ccccc3)c2n1	-1	5	-27	-2	0	0	-5	-4
O=C(c1ccccc1Cl)N(Cc1ccc2[nH]ccc2c1)C1CC1	4	-3	13	0	7	19	3	10
O=c1c2cnc(N3CCN(c4ccccc4)CC3)nc2ccn1Cc1ccc2c(c1)OCO2	0	1	5	0	-4	0	0	-3
Cc1cc(C)cc(C(=O)N2CCCC3(CCCC(=O)N3C)C2)c1 (stereo not drawn)	2	0	10	-196	6	3	2	-17
CCOC(=O)C1CCN(C(=O)c2ccc(CNS(=O)(=O)c3ccc(OC)cc3)cc2)CC1	2	2	25	13	16	16	2	14
Cc1nccc(C2CCCN(C(=O)c3n[nH]c4c3CCC4)C2)n1 (stereo not drawn)	-1	2	/	-5	-1	/	0	-4
CC(=O)Nc1ccc(S(=O)(=O)Nc2cc(-c3ccccc3)nn2C)cc1	-6	-5	1	0	0	-4	-6	1
Cc1cc(Cl)ccc1Oc1ncnc2oc(-c3ccccc3)cc12	-4	4	-281	-17	-51	-77	-12	-64
Cc1ccc(NC(=O)C2CN(S(C)(=O)=O)c3ccccc3O2)cc1 (stereo not drawn)	-1	-1	0	-3	-5	0	0	0
CCOC(=O)C(O)(CC(=O)c1ccc(Cl)cc1)C(=O)OCC	2	/	21	1	10	1	1	12
CC1CCC(NC(=O)c2ccc3c(=O)nc4c(-c5cccc(F)c5)n[nH]n4c3c2)CC1 (stereo not drawn)	-7	0	-6	15	1	-2	-3	7
COc1ccc(OC)c(-n2nnnc2SCc2ccccn2)c1	3	2	25	-190	7	8	0	-21
CCn1c(=O)c(-c2ccc(C(=O)NCc3cc(OC)ccc3OC)cc2)nc2ccccc21	3	9	29	-8	1	10	7	0
c1coc(C(CNc2ncnc3ccccc23)N2CCCCC2)c1 (stereo not drawn)	-7	-3	-41	-8	-2	-21	-1	-19
COc1ccccc1CNC(=O)COC(=O)c1c2c(nc3ccccc13)CCC(C)C2 (stereo not drawn)	-1	-1	-8	-10	-5	-11	-7	6

Reformatted comma-delimited: 11 of the compounds above
SMILES,UCHL1 inh,USP7 block,USP30 block,USP8 block,OTUD3 block,USP28 inh,USP10 inh,USP17 inh
O=C(c1ccccc1Cl)N(Cc1ccc2[nH]ccc2c1)C1CC1,4,-3,13,0,7,19,3,10
O=c1c2cnc(N3CCN(c4ccccc4)CC3)nc2ccn1Cc1ccc2c(c1)OCO2,0,1,5,0,-4,0,0,-3
Cc1cc(C)cc(C(=O)N2CCCC3(CCCC(=O)N3C)C2)c1 (stereo not drawn),2,0,10,-196,6,3,2,-17
CCOC(=O)C1CCN(C(=O)c2ccc(CNS(=O)(=O)c3ccc(OC)cc3)cc2)CC1,2,2,25,13,16,16,2,14
Cc1nccc(C2CCCN(C(=O)c3n[nH]c4c3CCC4)C2)n1 (stereo not drawn),-1,2,/,-5,-1,/,0,-4
CC(=O)Nc1ccc(S(=O)(=O)Nc2cc(-c3ccccc3)nn2C)cc1,-6,-5,1,0,0,-4,-6,1
Cc1cc(Cl)ccc1Oc1ncnc2oc(-c3ccccc3)cc12,-4,4,-281,-17,-51,-77,-12,-64
Cc1ccc(NC(=O)C2CN(S(C)(=O)=O)c3ccccc3O2)cc1 (stereo not drawn),-1,-1,0,-3,-5,0,0,0
CCOC(=O)C(O)(CC(=O)c1ccc(Cl)cc1)C(=O)OCC,2,/,21,1,10,1,1,12
CC1CCC(NC(=O)c2ccc3c(=O)nc4c(-c5cccc(F)c5)n[nH]n4c3c2)CC1 (stereo not drawn),-7,0,-6,15,1,-2,-3,7
COc1ccc(OC)c(-n2nnnc2SCc2ccccn2)c1,3,2,25,-190,7,8,0,-21

The results go on:
SMILES	UCHL1 inh	USP7 block	USP30 block	USP8 block	OTUD3 block	USP28 inh	USP10 inh	USP17 inh
O=C(CCSc1ccccc1)N1CCN(C(=O)c2cnn3ccccc23)CC1	4	9	11	15	6	10	-2	1
COC(=O)CSc1ncn(-c2nc(C)cc(Oc3ccccc3)n2)n1	0	-1	5	1	1	5	2	0
CC(C)CN1C[C@@H]2C(=O)NC3(CCN(C(=O)c4ccccc4)CC3)[C@@H]2C1	-3	-3	-14	3	-5	-12	-1	-8
Cc1ccc(NC(=O)c2cnn3c2NC(C(=O)O)=CC3/C=C/c2ccccc2)cc1 (stereo not drawn)	-164	-142	5	34*	2	11	-6	19
CC1(C(=O)Nc2ncc(Cc3cccc(Cl)c3)s2)Cc2ccccc2C(=O)O1 (stereo not drawn)	2	0	2	-29	-11	3	-1	-7
CCn1cnc2c1c(=O)n(CC(=O)NCc1ccccc1Cl)c(=O)n2Cc1ccccc1	-4	-12	19	-5	29	8	-4	55*
CNC(=O)c1c2n(c3ncccc13)CCN(S(=O)(=O)N(C)C)C2	-1	-5	-12	0	-9	-7	-3	-8
OCc1cc2c([nH]c3ccccc32)c([C@@H](O)CO)n1	-1	-4	-14	0	-9	-9	3	-5
CCn1cnc2c(-c3ccccc3)cn(CC(=O)Nc3ccc(F)c(Cl)c3)c2c1=O	-3	-1	-25	8	-8	-7	-7	30
CC(=O)c1ccc(N2CCN(C(=O)C3c4ccccc4C(=O)N(C)C3c3cccs3)CC2)cc1 (stereo not drawn)	-4	-5	2	6	0	-1	0	3
COc1ccc(OCCn2c(C3CC(=O)N(C)C3)nc3ccccc32)cc1 (stereo not drawn)	1	-2	11	23	6	10	0	0
COc1cc2c(cc1OC)CN(C(=O)C1CC(=O)N(c3ccccc3)C1)CC2 (stereo not drawn)	1	4	18	25	13	-1	0	19
COc1cccc(NC(=O)c2ccc(N3C(=O)N4CCc5c([nH]c6ccc(OC)cc56)[C@@]4(C)C3=O)cc2)c1	6	9	4	9	4	16	0	17
CCS(=O)(=O)c1ccccc1C(=O)N1CCN(c2nc3ccc(F)cc3s2)CC1	2	-37	-11	0	-6	-13	-4	-5
CC(C)=CCc1c(O)cc2c(c1C)OC(=O)c1c(C)c(Cl)c(O)c(CO)c1O2	5	15	39*	10	21	49*	48*	37*
Cc1cnc(C(=O)NC(C)CCc2ccccc2)cn1 (stereo not drawn)	1	2	18	0	17	20	-1	6
COc1ccc(C(C)(C)C)cc1NC(=O)CCc1c[nH]c2ccccc12	5	-8	-187	7	-3	8	2	1
CN(Cc1ccccc1)C(=O)CC(C)(C)CC1=NS(=O)(=O)c2ccccc2N1	0	-2	12	0	10	0	0	-2
FC(F)(F)c1cccc(-c2ccc(CNCCCN3CCOCC3)o2)c1	-1	-1	5	-10	0	14	-1	-4
O=C(c1ccc2n[nH]nc2c1)N1CCN(c2ncccn2)CC1	2	5	3	4	5	11	0	-8
COc1ccc(-c2noc(CN3CCCC3c3cnn(C)c3)n2)cc1 (stereo not drawn)	23	-2	-96	-13	-12	-12	-11	-11
Cc1cc(N2CCOCC2)n2nc(CN3CCCC(C)C3)nc2n1 (stereo not drawn)	-1	-2	-12	-106	-2	0	-1	-23
COc1ccc(OC)c(CCNC(=O)C2c3ccccc3C(=O)N(C)C2c2cccs2)c1 (stereo not drawn)	-1	3	-1	0	-1	-2	1	-2
Cc1ccc(NC(=O)Cn2c(C)cc(-c3nnc(C4CC4)o3)c2C)cc1	-1	2	0	-26	0	-3	0	-1
O=C(CSc1n[nH]c2nc3ccccc3n12)Nc1ccc2c(c1)OCO2	3	4	1	30*	1	37*	10	-28
CCN1CCc2c(cccc2-n2nnc(C(=O)N3CCCC3)c2C)C1	-3	-3	-45	-12	-12	-7	-8	-22
O=C(c1cccc(C(F)(F)F)c1)N1CCC(N2CCN(c3ccc(F)cc3)CC2)CC1	-5	-12	-11	-22	-17	-11	-5	-11
Cc1ccc2nc(CNc3ccc(F)cc3C)cc(=O)n2c1	32*	-19	26	93*	42*	52*	23	85*
O=C(Cc1ccc(Cl)cc1)Nc1cc(-c2ccccc2)nn1C1CCS(=O)(=O)C1 (stereo not drawn)	-44	-39	-44	-175	-6	-8	-3	-25
CN1CC[C@@]2(C(=O)Nc3ccccc3)CCN(C(=O)c3ccccc3)CC[C@@H]12	-1	5	10	-116	4	10	0	-23
CC(=O)COc1coc(CN2CCN(c3ccc(F)cc3)CC2)cc1=O	-2	3	-18	-6	-10	-14	-1	-12
Cc1ccc2nc(N3CCN(C(=O)C4CCCCC4)CC3)sc2c1	0	-146	0	-7	-4	-6	2	0
Cc1noc(-c2ccc3nnc(CC(=O)Nc4ccc(F)c(C)c4)n3c2)n1	-3	1	-36	-240	-5	-14	-2	-9
Cc1cccc(N(C)C(=O)Cn2cnc(S(=O)(=O)N3CCOCC3)c2)c1	-2	-2	-20	-6	-6	-3	-4	-6
COc1ccc(C(=O)Nc2cnc(N3CCCCCC3)nc2)cc1	0	-20	-9	0	0	44*	-6	-2
Cc1c(CC(=O)NCC(=O)O)c(=O)oc2cc3c(cc12)CCC(C)(C)O3	1	-127	4	10	0	-2	5	10
NC(=O)c1nc(C2CCCCC2)nc2c1[nH]c(=O)n2-c1ccc2c(c1)OCO2	3	9	-29	3	6	9	4	-4
COc1ccc(CNC(=O)C2Cn3ccnc3C3(CCN(CC(C)C)CC3)O2)cc1 (stereo not drawn)	-4	14	-14	-76	-1	-5	-3	-18
CCN(CC)C(=O)CSc1nnc2nnc3cc(C)ccc3n12	-163	-140	-220	-13	-45	-52	-6	-66
O=C(CSc1nc2sc3c(c2c(=O)[nH]1)CCCC3)NCc1ccco1	1	4	-13	-14	1	-1	15	0
CCOc1cccc2nnc(NC(=O)Nc3ccccc3CC)n12	2	4	54*	13	0	10	-1	56*
CCC(=O)Nc1nc2cc(NC(=O)Nc3cc(C)cc(C)c3)ccc2s1	-2	12	48*	60*	31*	26	32*	19
COc1ccccc1C(=O)Nc1nc2ccccc2n1CCOc1ccccc1	4	-15	/	2	0	/	2	-31
Cc1cc(Nc2ccc3ccccc3c2)n2nc(-c3cccnc3)nc2n1	1	0	1	6	3	2	-4	1
CC(C)c1ccc(C2CC(=O)c3cnc(NC(=O)Cc4ccccc4)nc3C2)cc1 (stereo not drawn)	1	-13	-3	22	1	10	1	-1
O=C(c1ccco1)N1CCCC(c2nc(-c3ccncc3)ncc2-c2ccncc2)C1 (stereo not drawn)	-28	-28	-104	-4	-25	-29	-2	0
CCOC(=O)C1CCN(S(=O)(=O)c2cc3[nH]c4c(c3cc2CC)C(=O)CCC4)CC1	0	-23	-44	-25	-5	0	0	-34
Cc1nnc(NCc2cccnc2)c2c1nnn2Cc1ccc(F)cc1	0	-68	6	-11	-6	34*	-4	11

From PubChem BioAssay

Rows were taken by chance; overall some 14% were active at least once.
